# Bioassay records as filed in PubChem BioAssay.
# PTHR1 agonist: qHTS for PTHR1 Agonists: Primary Screen; Parathyroid hormone/parathyroid hormone-related peptide receptor (Homo sapiens), Q03431; Potency, µM (top dose mostly 115 µM), inactives show top-dose activation, usual class: activators; 0.075% of 410,000 active; HEK293 GP2 PTHR1 cells, GloSensor cAMP luminescence, 1 h; also: potency is read from the fitted curve at half-maximal effect; nearly all actives have a fitted effect of over 55% in size; some results filed as inactive show a strong effect at the top dose; inactives centre near -15; many of its hits are not listed in these tables
# Target sequence (Q03431 whole entry, looked up): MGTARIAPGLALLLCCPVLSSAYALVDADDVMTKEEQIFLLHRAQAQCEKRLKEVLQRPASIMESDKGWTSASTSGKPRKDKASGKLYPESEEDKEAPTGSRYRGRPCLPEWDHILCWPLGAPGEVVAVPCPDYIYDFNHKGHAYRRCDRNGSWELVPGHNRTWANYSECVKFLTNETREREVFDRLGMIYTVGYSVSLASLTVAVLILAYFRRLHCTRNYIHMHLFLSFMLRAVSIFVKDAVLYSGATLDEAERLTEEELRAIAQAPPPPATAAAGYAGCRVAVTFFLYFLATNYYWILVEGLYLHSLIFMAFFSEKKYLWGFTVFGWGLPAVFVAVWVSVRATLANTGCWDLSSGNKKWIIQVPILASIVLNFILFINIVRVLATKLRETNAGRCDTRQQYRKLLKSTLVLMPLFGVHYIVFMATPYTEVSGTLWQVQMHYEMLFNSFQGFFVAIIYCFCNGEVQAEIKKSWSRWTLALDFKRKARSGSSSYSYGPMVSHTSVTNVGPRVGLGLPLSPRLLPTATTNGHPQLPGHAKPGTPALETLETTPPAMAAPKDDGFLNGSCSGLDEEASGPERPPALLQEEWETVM
#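 HEK-293-derived GP2 cells expressing PTHR1 and a GloSensor cAMP reporter, 3,000/well, plated overnight, given luciferin plus IBMX (each 0.5 mM as added) for 1 h at 37 °C, then compound for 1 h at 37 °C. Luminescence was read after 15 min at room temperature.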
# GLP-1R inv ag: qHTS of GLP-1 Receptor Inverse Agonists (Inhibition Mode). Glucagon-like peptide 1 receptor (Homo sapiens), P43220. HEK293 GLP-1R CRE-luciferase, luminescence, 24 h; GLP-1R form is constitutively active. Potency, µM (titrated, usually from 38.3 µM), for inactives: at the highest dose activity change, negative = inhibition, most hits filed as inhibitors. 1.6% of 410,000 active. AID 624417, 2012; also: potency is read from the fitted curve at half-maximal effect; % is scaled to controls: 0 for no effect and ±100 for the full control effect; nearly all actives have a fitted effect of over 55% in size
# Target sequence (P43220 whole entry, looked up): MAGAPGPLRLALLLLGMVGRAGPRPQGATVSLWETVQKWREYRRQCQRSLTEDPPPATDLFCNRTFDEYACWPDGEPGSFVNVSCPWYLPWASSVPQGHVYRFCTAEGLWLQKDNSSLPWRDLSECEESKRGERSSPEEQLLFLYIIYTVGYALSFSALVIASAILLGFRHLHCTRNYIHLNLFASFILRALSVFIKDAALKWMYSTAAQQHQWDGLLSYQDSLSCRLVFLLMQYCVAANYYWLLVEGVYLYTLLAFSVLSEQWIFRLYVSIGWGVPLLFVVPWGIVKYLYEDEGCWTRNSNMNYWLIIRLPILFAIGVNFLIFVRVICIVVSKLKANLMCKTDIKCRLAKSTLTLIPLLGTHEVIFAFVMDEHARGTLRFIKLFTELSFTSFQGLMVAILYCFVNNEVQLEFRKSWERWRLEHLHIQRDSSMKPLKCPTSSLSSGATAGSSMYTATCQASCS
#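 HEK293 cells stably co-expressing constitutively active GLP-1R and a cAMP-responsive luciferase reporter were seeded in DMEM with 10% Nu serum, given compounds after 12 h, and incubated 24 h at 37 deg C. Luminescence was then read.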
# GLP1R cytotox: qHTS of GLP-1 Receptor Inverse Agonists: Cytotox Screen; HEK293 cAMP-luciferase reporter cells, luminescence, 24 h; AID 624418, 2012; 0.13% of 410,000 active; Potency, µM (titrated, usually from 38.3 µM), without a hit: at the highest dose activity change, negative = inhibition, actives largely listed as inhibitors;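 also: loss of luciferase light is scored as toxicity; potency is read from the fitted curve at half-maximal effect; % is scaled to controls: 0 for no effect and ±100 for the full control effect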
#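 Compound-treated cells are incubated 24 hr at 37 deg C under 5% CO2 after a 12 hour attachment period, then luciferase detection reagent is added and luminescence is measured following 12 min at room temperature; lowered signal indicates toxicity.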
# TDP43 rescue: qHTS of TDP-43 Inhibitors; TDP-43 expressing yeast growth rescue, BacTiter-Glo, 24 h; Potency, µM (top dose mostly 46.1 µM), for the others: at the highest dose growth rescue (activation), usual class: activators; 1.8% of 410,000 active; also: potency is read from the fitted curve at half-maximal effect; % of control where 0% means no effect; nearly all actives have a fitted effect of over 50% in size
#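 Galactose-induced TDP-43 yeast, OD600=0.02, compound pinned; 24 hr, 30 deg C; BacTiter-Glo luminescence for growth. Inhibitors of TDP-43 toxicity read as activators.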
# DRD3 antagonist: qHTS of D3 Dopamine Receptor Antagonist: qHTS | D(3) dopamine receptor (Homo sapiens), P35462 | D3R cells, DiscoveRx beta-arrestin luminescence, antagonist mode; hits give low values | max response, negative = inhibition, % | 2.5% of 360,000 active | AID 652054, 2013; in the data active = max response below about -50%; inconclusive = no clear call, values can overlap the other calls; also: % is scaled to controls: 0 for no effect and ±100 for the full control effect; mostly tested at two doses, the higher about 12 µM
#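 Cells expressing the human receptor were seeded at 1500 cells/well, incubated overnight at 37 degrees C in 5% CO2, then exposed to library compounds with dopamine controls for 90 minutes at 37 degrees C before luminescent detection.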
# GLP1R ag: qHTS of GLP-1 Receptor Agonists; Glucagon-like peptide 1 receptor (Homo sapiens), P43220; HEK293 GLP-1R CRE-luciferase, luminescence, 4-6 h; cells express a hypersensitive GLP-1R form; Potency, µM (titrated, usually from 45.6 µM), for inactives: top-dose activation, hits mostly activators; 0.007% of 380,000 active; also: potency is read from the fitted curve at half-maximal effect; % of control where 0% means no effect
# aSyn rescue: qHTS of alpha-syn Inhibitors; Yeast expressing alpha-synuclein, growth rescue, BacTiter-Glo, 24 h; Potency, µM (highest dose often 46.1 µM), for inactives: top-dose growth rescue (activation), usual class: activators; 0.14% of 370,000 active; also: potency is read from the fitted curve at half-maximal effect; % of control where 0% means no effect; nearly all actives have a fitted effect of over 65% in size
#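 Readout is rescue of growth in alpha-synuclein-expressing yeast, so inhibitors of toxicity appear as activators. Growth after 24 hr at 30 deg C in galactose medium is quantified by luminescence.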
# KB-V1 MDR tox: qHTS assay for MDR1-selective chemotherapeutics: Primary screen using the drug-selected MDR subline cells KB-V1; KB-V1 MDR cells viability, CellTiter-Glo, 72 h; Potency, µM (highest dose often 46.1 µM), for inactives: top-dose activity change, negative = cytotoxicity, actives largely listed as cytotoxic; 3.4% of 400,000 active; AID 1347076, 2019; also: potency is read from the fitted curve at half-maximal effect; % is scaled to controls: 0 for no effect and ±100 for the full control effect; nearly all actives have a fitted effect of over 60% in size
#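 KB-V1 MDR subline cells in DMEM (phenol-red free, 10% FBS) exposed to compounds in qHTS concentration series for 72 h at 37 degrees C. Viability read by CellTiter-Glo luminescence; concentration-effect curves fitted after normalization and correction.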
# D3 ag: qHTS of D3 Dopamine Receptor Agonist: qHTS; D(3) dopamine receptor (Homo sapiens), P35462; D3R DiscoveRx beta-arrestin cells, luminescence, 90 min; max activation, %; 0.58% of 410,000 active; AID 652048, 2013; in the data active = max activation above about 30%; also: 0% is about no effect; mostly tested at two doses, the higher about 12 µM
#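 Agonist mode: compounds and dopamine controls were applied to plated cells for 90 min at 37 degrees C after an overnight attachment at 1500 cells/well. Luminescent read-out followed 30 - 60 minutes at room temperature with DiscoveRx detection reagent.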
# Starred values were filed as active, the others as inactive; i = inactive; ? = inconclusive; . = not tested or not shown; [ ] = dose if it differs, or a comment. Unless noted, calls follow the shape of the dose curve; as a rule, active = well fitted curve in the direction sought with a large enough effect; inconclusive = small, poorly fitted or top-dose-only effect, or another doubt; inactive = no such curve, though single readings can be large; an effect the other way counts as inactive or inconclusive. This is a subset; the hit share may differ from the screen's.
SMILES,PTHR1 agonist,GLP-1R inv ag,GLP1R cytotox,TDP43 rescue,DRD3 antagonist,GLP1R ag,aSyn rescue,KB-V1 MDR tox,D3 ag
CC(C)(C)C1CCc2c(sc(NC(=O)c3cc(-c4ccc(F)cc4)on3)c2C#N)C1 (stereo not drawn),-79%,-2%,1%,-4%,.,.,.,12%,1
O=S(=O)(NCc1ccccc1)c1ccc(S(=O)(=O)N2CCCCC2)cc1,i,0%,-1%,-19%,23,-9%,-1%,-29%,3
COc1cccc(C2CC(c3ccccc3)n3ncnc3N2)c1 (stereo not drawn),-30%,-4%,-6%,-1%,7,-2%,-7%,-3%,-2
O=C(Nc1ccc2c(c1)OCO2)c1cc(C2CCCCN2C(=O)c2ccc(Cl)cc2)on1 (stereo not drawn),i,?,-1%,3%,5,9%,13%,-22%,4
O=C(NC1CCCC1)C(c1ccncc1)N(C(=O)c1csnn1)c1ccccc1F (stereo not drawn),i,0%,1%,-15%,3,10%,-4%,3%,16
CCC(CC)CN1CCN=C1Nc1ccccc1,-18%,-9%,-9%,7%,2,10%,2%,6%,-24
Clc1cccc(CSc2nnc([C@@H]3CCCN3)o2)c1,-20%,24%,-1%,-1%,-15,7%,8%,13%,-3
CC(CNC(=O)c1ccc(Cn2c(=O)c3cccn3c3cccnc32)cc1)c1ccccc1 (stereo not drawn),-1%,16%,3%,?,.,.,.,.,9
O=C(Nc1nc2ccccc2n1CCOc1ccc(Cl)cc1)c1ccco1,-6%,?,?,5%,3,8%,-2%,?,-7
O=C(NCc1ccc2c(c1)CCN2C(=O)c1ccc(Cl)cc1)c1cccc(F)c1,-14%,3%,34%,?,.,.,.,10%,2
Nc1cc(=O)[nH]c(SCC(=O)NNC(=O)c2ccccc2)n1,i,11%,6%,13%,14,-4%,-4%,2%,2
CN(C(=S)NC(=O)CCCOc1ccc(Cl)cc1Cl)c1ccccc1,17%[57.5 µM],-3%,-8%,-13%,-22,29%,22%,?,3
OC1CCN(C(c2ccc3ncccc3c2)c2nnnn2C2CCCCC2)CC1 (stereo not drawn),-10%[57.5 µM],41%[activator],-1%,-5%,22,6%,3%,-14%,-1
COc1ccc(NC(=O)COc2ccccc2C)cc1S(=O)(=O)N1CCCCC1,-28%,?,?,?,-4,9%,8%,?,0
CCOc1ccccc1NC(=O)Cn1c2ncccc2c(=O)n1-c1ccc(C)c(C)c1,-25%,14%,-4%,0%,.,.,.,.,10
C=CCSC1=N/C(=C/c2ccsc2)C(=O)N1c1ccccc1,7%,10%,2%,9%,14,-1%,-4%,-4%,0
COc1ccc(S(=O)(=O)N(C)C[C@H]2Oc3ccc(NC(=O)NC(C)C)cc3C(=O)N([C@H](C)CO)C[C@@H]2C)cc1,i,19%,?,-6%,?,7%,0%,-4%,-9
Cc1ccc(-n2c3c(cc(C(=O)NC4CCSC4=O)c2=O)C(=O)CCC3)cc1 (stereo not drawn),i,-4%,-15%,20%,7,-6%,5%,8%,2
COC(=O)c1cc2ccccc2n1Cc1ccc(Cl)nc1,-32%[inhibitor],?,21%,10%,-7,13%,-2%,3%,2
COCCCn1c(Cc2csc(Nc3cccc(Cl)c3)n2)nnc1SCC(=O)OC,-11%[57.5 µM],0%,1%,1%,17,-2%,2%,14%,6

# Among those listed so far, these contain a thiophene ring, fused or not.
SMILES,PTHR1 agonist,GLP-1R inv ag,GLP1R cytotox,TDP43 rescue,DRD3 antagonist,GLP1R ag,aSyn rescue,KB-V1 MDR tox,D3 ag
CC(C)(C)C1CCc2c(sc(NC(=O)c3cc(-c4ccc(F)cc4)on3)c2C#N)C1 (stereo not drawn),-79%,-2%,1%,-4%,.,.,.,12%,1
C=CCSC1=N/C(=C/c2ccsc2)C(=O)N1c1ccccc1,7%,10%,2%,9%,14,-1%,-4%,-4%,0

# (cont.)
SMILES,PTHR1 agonist,GLP-1R inv ag,GLP1R cytotox,TDP43 rescue,DRD3 antagonist,GLP1R ag,aSyn rescue,KB-V1 MDR tox,D3 ag
CCOc1ccc(NC(=O)C(=O)NCCc2ccccc2)cc1,-21%,7%,0%,13%,.,.,.,?,-3
Cc1ccc(-c2nnc(Nc3cccc(Cl)c3)c3ccccc23)cc1S(=O)(=O)N1CCN(C)CC1,-15%,11%,-10%,2%,.,.,.,.,1
COc1ccc(C(=O)N/N=C/C(C)c2ccccc2)cc1OC (stereo not drawn),23%,0%,-22%,8%,?,0%,0%,?,1
CC1CCCN(C(=O)C(=O)c2cn(CC(=O)N3CCCCCC3)c3ccccc23)C1 (stereo not drawn),i,-1%,-5%,-1%,3,-5%,0%,-13%,1
CC(C)(C)c1ccc(/C=N/NC(=O)C(=O)NCCCN2CCOCC2)cc1,i,-13%,4%,-10%,-12,0%,-1%,-13%,-25
CCCCCCn1c(=O)n2n(c1=O)C[C@]1(OC(=O)NC3CCCC3)CN(S(=O)(=O)c3ccc(C)cc3)C[C@]1(O)C2,-20%,?,5%,6%,1,-5%,6%,6%,0
O=C(Cn1cc2c(n1)CCCCC2)Nc1ccccc1Br,-13%,-25%,14%,24%,9,22%,?,?,-1
CSc1nn(CCc2ccncc2)c(=S)s1,i,0%,-5%,5%,21,-3%,7%,4%,0
COc1ccc(-c2nc3n(c2Br)CCC3)cc1,-25%,14%,3%,13%,3,-4%,-6%,-25%,8
Cc1cc(C)n(CC(=O)NC2CCCCC2)n1,27%[57.5 µM],-15%,-6%,-16%,-1,-10%,0%,4%,24
CCc1nn(C(C)C(=O)NCCc2ccccc2)c(=O)c2cc3occc3n12 (stereo not drawn),-5%,23%,-12%,6%,-17,-4%,5%,3%,-12
CCOc1cc(-c2cc(-c3ccc(OC)cc3)nc(N)c2C#N)ccc1O,i,0%,1%,4%,21,15%,?,?,1
CC(=O)C1=C(O)C(=O)N(Cc2cccnc2)C1c1ccccc1Cl (stereo not drawn),i,16%,-2%,.,-5,0%,.,?,-4
CN(C)C1=NCCN1CC1CCCC1,-20%,5%,-15%,1%,0,0%,-1%,17%,-1
CC1CCC(C(C)C)C(OC(=O)COC(=O)c2cc(O)ccc2N)C1 (stereo not drawn),-18%,?,1%,?,41,-4%,4%,-18%,8
COc1ccc(C#Cc2cnc3c(c2)C(=O)N([C@H](C)CO)C[C@H](C)[C@@H](CN(C)C(=O)Nc2cccc(OC)c2)O3)cc1,-24%,-18%,-33%,0%,3,15%,1%,11%,-7
Cc1cc(C)n(CC(O)Cn2c3ccc(Br)cc3c3cc(Br)ccc32)c(=O)n1 (stereo not drawn),i,11µM*,5%,-15%,-17,-4%,-7%,-10%,-3
Cc1ccc(NC(=O)CCC(=O)N/N=C/C=C/c2ccccc2)cc1,i,33%[activator],0%,-5%[0.397 µM],-3,11%,0%,1%,24
Cc1ccc(N2CC(C)Cn3c2nc2c3c(=O)n(Cc3cccc(Cl)c3)c(=O)n2C)cc1 (stereo not drawn),i,-2%,-13%,11%,.,.,.,13%,-3
N#Cc1c(N2CCCC2)nsc1-c1ccccc1,-6%,7%,3%,2%,1,10%,-4%,3%,-8
COc1cc(/C=C2/C(=O)NN(c3ccc(Cl)cc3)C2=O)ccc1OC(=O)c1ccco1,i,?,-25%,-12%,-22,-1%,14%,-13%,-3
c1ccc(-c2nnc(N3CCCC3)nc2-c2ccccc2)cc1,?,?,-10%,18µM*,6,19%,-7%,5%,0
CCOC(=O)N/N=C/C=C/c1ccccc1[N+](=O)[O-],i,3%,16%,-18%,-2,8%,-9%,0%,17
CC1CCC(NC(=O)C2COc3ccccc3O2)CC1 (stereo not drawn),-22%,-29%,0%,8%,4,9%,1%,6%,-3
CCC(C)N(C(=O)c1csnn1)C(C(=O)NCc1ccc(F)cc1)c1ccccc1F (stereo not drawn),i,?,5%,-15%,1,8%,2%,-17%,-1
COc1ccccc1CC(=O)Nc1cccc(C(=O)NN2C(=O)c3ccccc3C2=O)c1,-3%,-4%,-24%,-5%,-5,-2%,0%,9%,4
Cc1ccsc1/C=N/Nc1ncc(Cl)cc1Cl,-13%,?,?,?,66,-25%,-43%[inhibitor],?,-13
CC(=O)Nc1ccc(NC(=O)C(NS(=O)(=O)c2ccc3c(c2)OCCO3)C(C)C)cc1 (stereo not drawn),i,11%,4%,-8%,6,-7%,3%,14%,-1
CC(/C=C1\SC(=S)N(NC(=O)c2ccccc2C)C1=O)=C\c1ccccc1,i,10%,-11%,-3%,-1,-8%,-4%,11%,2
CC(C)C(NC(=O)CN(c1ccc2c(c1)OCCO2)S(=O)(=O)c1ccccc1)C(C)C,i,?,-14%,-4%,-15,21%,3%,-2%,9
Cc1ccc(NC(=O)CN2CCC(NC(=O)C3CCCCC3)CC2)c(Br)c1,-22%,13%,7%,-6%,-5,-5%,0%,-10%,0
CCc1cc(C(=O)Cc2cnn(-c3ccccc3)c2)c(O)cc1O,-13%[57.5 µM],-3%,9%,7%,-13,12%,-1%,23µM*,-7
C/C(CCc1ccc2c(c1)OCO2)=N\N=C(/N)SC1CC(=O)N(c2ccc(Cl)cc2)C1=O (stereo not drawn),i,?,6%,-4%,-21,3%,1%,-1%,12
